CHRM5 antagonist – blocks acetylcholine activation of human M5 receptor. AID 624040. 360,000 compounds, 0.59% hits. CHO-hM5 cells, Fluo-8 calcium fluorescence, ACh EC80. inhibition, % at 3 µM;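 active = inhibition above a per-plate cutoff, the mean of that plate's test compounds plus 3 SD, cut at about 27% in these data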;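 also: 0% = acetylcholine EC80 with DMSO and 100% = DMSO without agonist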
Target sequence (P08912 whole entry, looked up): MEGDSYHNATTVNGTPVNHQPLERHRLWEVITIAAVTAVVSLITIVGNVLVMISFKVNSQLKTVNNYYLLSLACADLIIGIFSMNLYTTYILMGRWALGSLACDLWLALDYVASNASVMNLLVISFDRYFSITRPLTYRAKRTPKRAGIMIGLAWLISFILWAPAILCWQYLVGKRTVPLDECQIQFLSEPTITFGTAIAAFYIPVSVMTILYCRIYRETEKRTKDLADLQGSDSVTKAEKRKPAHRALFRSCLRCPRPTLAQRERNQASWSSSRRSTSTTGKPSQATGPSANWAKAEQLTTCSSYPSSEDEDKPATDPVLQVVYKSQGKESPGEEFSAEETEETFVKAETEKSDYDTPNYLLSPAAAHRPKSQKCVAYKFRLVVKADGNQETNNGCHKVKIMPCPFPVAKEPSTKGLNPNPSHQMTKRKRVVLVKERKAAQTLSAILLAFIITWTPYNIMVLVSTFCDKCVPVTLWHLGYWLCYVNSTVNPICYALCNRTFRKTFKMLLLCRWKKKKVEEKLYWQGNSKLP
CHO-K1 Ca PAM – nonselective activator or artifact in parental CHO-K1 calcium assay. ATP EC20, Fluo-8 calcium fluorescence; 0% at ATP EC20, 100% at ATP max. activation, % at 3 µM. 360,000 compounds, 0.02% hits. AID 602247;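 active = activation above the run cutoff, the mean activation of all test compounds plus 3 SD, cut at about 40% in these data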;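 also: peak over basal fluorescence ratio in a 140 s read after ATP addition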
M4 PAM – CHRM4 positive allosteric modulation; P08173; CHO-K1 hM4/Gqi5, Fluo-8 calcium fluorescence, ACh EC20; 0% = ACh EC20, 100% = maximal ACh; activation, % at 3 µM; 360,000 compounds, 0.4% hits;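 active = activation above its plate's cutoff, the mean activation of sample wells plus 3 SD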; also: some results filed as inactive read as strong as hits
M5 ag – agonists of human muscarinic M5 receptor (CHRM5) | AID 624037 | P08912 | activation, % at 3 µM | 360,000 compounds, 0.19% hits | CHO-K1 hM5 cells, Fluo-8 calcium fluorescence; 0% DMSO wells, 100% maximal acetylcholine response;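 active = activation above the run's mean over test compounds plus 3 SD, cut at about 23% in these data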;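 also: signal is peak over basal fluorescence ratio across the kinetic read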
CRFBP-R2 agonist – CRF-BP/CRF-R2 complex agonism; AID 588473; activation, % at 13.2 µM; HEK293 CRF-R2/CRF-BP, calcium dye fluorescence (FLIPR); percent of saturating CRF peptide response; 350,000 compounds, 0.46% hits;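 active = activation of at least 50%, plus an integration ratio under a set limit after plate pattern correction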;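 also: plate controls were neutral control wells without compound for no effect and CRF at EC100 for full effect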
CRFBP-R2 block – CRF-BP/CRF-R2 complex antagonism; 350,000 compounds, 0.59% hits; HEK293 CRF-R2/CRF-BP, CRF-induced calcium fluorescence; inhibition, % at 11.8 µM; AID 588475;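 active = inhibition of the ligand-induced calcium signal above about 50% at the single tested concentration, limit read from the data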
CHRM5 PAM – positive allosteric modulators of human muscarinic M5 receptor; P08912; CHO-K1 hM5, Fluo-8 calcium, ACh EC20 PAM; 0% = ACh EC20, 100% = ACh EC100; activation, % at 3 µM; 360,000 compounds, 0.3% hits;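 active = activation above the run cutoff, the mean activation of all test compounds plus 3 SD, cut at about 18% in these data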
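Probe or stimulus: acetylcholine, EC20 level; Assay system: human M5 receptor in CHO-K1 cells; Schedule: compound preincubation 140 s before EC20 acetylcholine addition; Technique: intracellular calcium via Fluo-8 fluorescence; Dosing: single-point, 3 µM nominal; Read-out basis: percent activation from peak-over-basal fluorescence ratio, scaled EC20-to-EC100 acetylcholine; Repeats: one well per compound, no replicates.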
TAAR1 antag – antagonists of human TAAR1. Q96RJ0. CHO RD-HGA16 TAAR1, Fluo-8 calcium fluorescence, antagonist. inhibition, % at 3 µM. 360,000 compounds, 1.5% hits. AID 624466;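 active = inhibition above a per-plate cutoff, the mean inhibition of test compounds on that plate plus 3 SD, cut at about 49% in these data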;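 also: 0% = DMSO plus EC80 beta-PEA response and 100% = DMSO alone without agonist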
Target sequence (Q96RJ0 whole entry, looked up): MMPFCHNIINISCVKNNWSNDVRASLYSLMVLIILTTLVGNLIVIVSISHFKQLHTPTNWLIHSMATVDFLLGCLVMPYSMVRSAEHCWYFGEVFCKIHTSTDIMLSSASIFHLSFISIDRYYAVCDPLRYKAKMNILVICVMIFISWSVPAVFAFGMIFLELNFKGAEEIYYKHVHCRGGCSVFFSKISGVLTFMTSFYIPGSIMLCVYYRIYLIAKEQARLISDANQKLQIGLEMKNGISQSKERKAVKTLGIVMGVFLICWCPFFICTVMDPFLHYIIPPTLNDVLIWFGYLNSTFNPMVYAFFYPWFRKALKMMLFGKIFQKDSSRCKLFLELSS
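Assay system: CHO-derived RD-HGA16 cells stably expressing human TAAR1 plus Gα16. Timing: 140 s kinetic read after compound, 140 s after agonist. Technique: kinetic Fluo-8 calcium fluorescence measurement. Measure: % inhibition of agonist calcium response.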
TAAR1 agonist – agonists of human TAAR1; AID 624467; 360,000 compounds, 0.99% hits; Q96RJ0; CHO RD-HGA16 TAAR1, Fluo-8 calcium fluorescence; vehicle wells 0%, saturating PEA agonist 100%; activation, % at 3 µM;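 active = activation above the mean activation of all test compounds in the run plus 3 SD, cut at about 38% in these data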
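Test system: RD-HGA16 (CHO) cells co-expressing Gα16 and hTAAR1; dosing: one-point dosing at 3 µM (nominal); timing: 17-24 h seeding, 75 min 37 °C dye, 30 min RT; signal: kinetic Fluo-8 calcium fluorescence; read-out basis: % activation relative to PEA EC100 response; controls: DMSO and PEA EC100; replicates: n 1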
Starred values were filed as active, the others as inactive; . = not tested or not shown.

SMILES	CHRM5 antagonist	CHO-K1 Ca PAM	M4 PAM	M5 ag	CRFBP-R2 agonist	CRFBP-R2 block	CHRM5 PAM	TAAR1 antag	TAAR1 agonist
O=C(O)c1ccccc1-c1ccccc1C(=O)Nc1ccc2c(c1)CCC2	15.7	15.0	-1.5	-1.8	-1.6	12.2	-1.2	-3.8	0.3
COC(=O)c1ccc(C)c(NS(=O)(=O)c2cn(C)nc2C)c1	-1.9	9.7	9.2	3.4	-0.6	5.9	1.9	-1.4	2.3
O=C(Nc1ccc(F)cc1)C1CCCN1S(=O)(=O)c1cccc2nsnc12 (stereo not drawn)	-9.3	2.1	7.2	-0.2	-2.1	0.1	9.4	-10.9	0.2
O=C(CCc1ccccc1)Nc1ccccc1C(F)(F)F	4.5	10.9	1.0	-4.3	-0.4	23.4	-6.0	10.7	-1.0
Cc1cc(C(F)(F)F)nn1CC(=O)N(C)C1CCCCC1	4.4	-4.7	-1.3	-0.5	0.5	-43.4	-4.3	-16.9	-0.6
Cc1nc(Nc2ccc(S(=O)(=O)N3CCCCC3C)cc2)c2nnn(Cc3ccccc3)c2n1 (stereo not drawn)	-2.6	-10.5	8.2	1.0	16.7	-11.3	2.3	-4.9	2.0
O=C(CCN1C(=O)c2cccc([N+](=O)[O-])c2C1=O)NC1CCCCCC1	19.5	3.1	0.6	0.2	0.4	0.2	-7.2	-1.4	0.1
OCCOCCn1c(C2CCCN2c2nc(-c3ccc(F)cc3)cs2)nc2cc(C(F)(F)F)ccc21 (stereo not drawn)	16.0	0.4	5.5	0.1	0.3	3.2	0.6	0.9	18.3
O=C(Cn1[nH]c(=O)c2ccccc2c1=O)Nc1cccc(S(=O)(=O)N2CCCCCC2)c1	8.3	-0.1	-1.4	3.8	0.0	-6.9	-7.6	16.1	2.9
O=C(/C=C/c1c(F)cccc1Cl)Nc1nc2ccccc2[nH]1	1.6	20.6	0.3	1.4	10.0	-57.7	-2.1	3.5	19.4
CC(=O)c1cccc(N(C(=O)c2csnn2)C(C(=O)NC2CCCC2)c2ccccc2)c1 (stereo not drawn)	8.4	-2.8	3.5	1.3	-1.5	-4.7	-0.3	8.2	1.9
Cc1cc(CNC(=O)COC(=O)Cn2[nH]c(=O)c3ccccc3c2=O)cc(C)c1O	8.8	13.7	8.5	1.5	-0.7	10.8	-1.7	0.1	0.5
COc1ccc(-c2csc(-c3cccs3)n2)cc1OC	7.3	12.1	0.7	-12.7	-0.7	13.9	3.4	18.6	-2.4
O=C(CCl)N1N=C(c2cccs2)CC1c1ccco1 (stereo not drawn)	4.6	-9.0	1.1	-1.5	-1.4	-16.1	13.8	-24.9	0.2
CC1CC(C)CN(C(=O)CSC2=Nc3ccccc3C3=NC(Cc4c[nH]c5ccccc45)C(=O)N23)C1 (stereo not drawn)	-1.3	12.3	-10.3	-1.2	1.6	-22.5	-2.2	.	.
CCOC(=O)C1CCN(S(=O)(=O)c2ccc3c4c(cccc24)C(=O)N3CC)CC1	11.0	10.6	-3.6	-2.0	-2.6	4.5	-8.7	3.6	3.7
CN(C)S(=O)(=O)N1CCC(Oc2ccc(C(=O)NC3Cc4ccccc4C3)cc2)CC1	2.3	-10.0	4.2	-0.3	0.6	-8.0	-4.5	58.1*	14.7
CC(=O)N1CCc2cc(S(=O)(=O)CCC(=O)N3CCN(C(=O)c4ccco4)CC3)ccc21	5.3	-4.0	10.7	-2.5	-0.1	-0.8	-2.4	.	.
CCN(CC(=O)Nc1c(C(=O)OC)[nH]c2ccc(C)cc12)c1ccc2c(c1)OCO2	4.6	21.2	-3.8	-1.7	-2.0	-27.6	-5.0	37.8	11.5
Cc1cccc(NC(=O)C2CC(O)CN2C(=O)Oc2ccccc2)c1 (stereo not drawn)	12.0	12.1	-2.2	0.0	-0.5	4.3	3.4	2.6	-1.9
CCc1ccccc1N(CC)C(=O)c1cn(C)c(=O)c2cc(OC)c(OC)cc12	-2.8	-4.8	-4.1	-8.9	-0.4	-2.5	-16.4	-23.6	4.0
O=C1/C(=C\c2cc([N+](=O)[O-])ccc2O)SC(=S)N1Cc1ccc(Cl)cc1	28.5*	-5.9	-22.6	15.7	140.0*	-84.8	-11.3	86.8*	83.7*
COc1ccccc1NC(=S)NC(C)C(c1cccs1)N1CCOCC1 (stereo not drawn)	10.2	2.8	6.3	-3.1	-0.5	1.5	-2.6	-8.5	3.7
COc1ccc(-c2c(C(=O)c3ccccc3)[nH]c(N)c2C(=O)c2ccccc2)cc1OC	4.4	9.7	-5.7	4.3	.	.	-15.5	-12.7	3.7
C=CCn1cc(-c2ccc(Cl)cc2)cc(C#N)c1=O	0.6	-5.3	-0.9	1.6	0.4	1.8	-4.2	1.0	12.5
Oc1c(C(c2ccccn2)N2CCCCC2)cc(Cl)c2cccnc12 (stereo not drawn)	10.3	-0.7	14.6	3.1	-0.7	-0.1	2.5	-11.1	0.4
O=C(NCc1ccc2[nH]c3c(c2c1)CCCC3)c1ccc(S(=O)(=O)N2CCCCC2)cc1	2.5	13.3	-4.3	1.4	-0.6	19.0	-3.2	-6.7	1.8
CCC(C)NS(=O)(=O)c1ccc(NC(=O)c2c(-c3ccccc3)noc2C)cc1 (stereo not drawn)	2.0	0.5	0.8	2.0	-0.1	-6.5	-0.6	13.6	14.2
O=C(N1CCOCC1)N1CCN(S(=O)(=O)c2cccc([N+](=O)[O-])c2)CC1	-3.9	6.3	5.6	-2.5	-0.1	5.5	1.7	-7.2	2.2
O=C(c1ccc(Br)cc1)N(Cc1ccco1)C1CCS(=O)(=O)C1 (stereo not drawn)	3.0	6.4	-2.6	-1.1	-0.6	-2.7	-1.5	-2.2	-0.7
CCOc1ccc(C(=O)N2CCn3c2nc2ccccc23)cc1	8.9	-2.3	-11.4	0.0	3.1	-11.4	-0.4	-9.9	1.4
Cn1cnc(S(=O)(=O)Nc2ccccc2N2CCOCC2)c1	7.1	1.2	-0.8	1.5	-0.7	-5.2	-0.2	-16.2	0.0
COc1ccc(/C=C/C(=O)O)cc1S(=O)(=O)Nc1ccc2c(c1)OCO2	4.2	1.1	0.7	-0.6	1.1	6.9	1.5	-7.1	2.7
O=C(COC(=O)c1ccc2c(c1)S(=O)(=O)c1ccccc1C2=O)NC1CC1	7.1	-0.2	7.9	0.5	-1.1	-21.7	4.0	7.1	0.0
CNc1ccc(C(O)(C(F)(F)F)C(F)(F)F)cc1C(O)(C(F)(F)F)C(F)(F)F	0.9	-8.1	-0.5	-3.1	1.4	-18.7	-5.7	8.4	4.1
Nc1cc(=O)[nH]c(SCCNS(=O)(=O)c2ccccc2)n1	-3.0	-7.1	11.2	-3.5	-0.6	1.4	16.8	-10.8	6.3
COc1ccc(-n2nc(C(=O)NCC(=O)NCCCN3CCCCCC3)c3ccccc3c2=O)cc1Cl	0.3	16.5	-20.6	-11.6	-2.8	-15.4	5.5	-3.2	2.6
CCCCn1c(N)c(N(CC(C)C)C(=O)CSc2ccc([N+](=O)[O-])cc2)c(=O)[nH]c1=O	0.5	12.0	13.8	5.9	-1.3	10.5	-2.2	-8.4	2.9
C=CCn1c(=O)n2ncnc2c2c3c(sc21)CCCC3	1.4	7.7	15.4	0.4	-5.2	-31.4	2.5	.	.
Cc1cccc(C(=O)OCC(=O)NN2C(=O)NC3(CCCCC3)C2=O)c1	4.0	11.2	2.2	2.7	0.5	-4.6	13.1	-27.5	1.3

Already shown: entries from further up.
SMILES	CHRM5 antagonist	CHO-K1 Ca PAM	M4 PAM	M5 ag	CRFBP-R2 agonist	CRFBP-R2 block	CHRM5 PAM	TAAR1 antag	TAAR1 agonist
CCOc1ccc(C(=O)N2CCn3c2nc2ccccc23)cc1	8.9	-2.3	-11.4	0.0	3.1	-11.4	-0.4	-9.9	1.4
Cn1cnc(S(=O)(=O)Nc2ccccc2N2CCOCC2)c1	7.1	1.2	-0.8	1.5	-0.7	-5.2	-0.2	-16.2	0.0
COc1ccc(/C=C/C(=O)O)cc1S(=O)(=O)Nc1ccc2c(c1)OCO2	4.2	1.1	0.7	-0.6	1.1	6.9	1.5	-7.1	2.7
O=C(COC(=O)c1ccc2c(c1)S(=O)(=O)c1ccccc1C2=O)NC1CC1	7.1	-0.2	7.9	0.5	-1.1	-21.7	4.0	7.1	0.0
CNc1ccc(C(O)(C(F)(F)F)C(F)(F)F)cc1C(O)(C(F)(F)F)C(F)(F)F	0.9	-8.1	-0.5	-3.1	1.4	-18.7	-5.7	8.4	4.1
Nc1cc(=O)[nH]c(SCCNS(=O)(=O)c2ccccc2)n1	-3.0	-7.1	11.2	-3.5	-0.6	1.4	16.8	-10.8	6.3

Later entries:
SMILES	CHRM5 antagonist	CHO-K1 Ca PAM	M4 PAM	M5 ag	CRFBP-R2 agonist	CRFBP-R2 block	CHRM5 PAM	TAAR1 antag	TAAR1 agonist
Cc1ccc(-n2nc3c(=O)n(CCCC(=O)NCCN4CCN(C)CC4)nc(C)c3c2C)cc1	1.3	-11.3	-10.7	-5.3	-0.7	4.8	-1.4	-7.0	-2.0
O=C(NCc1cccc(C(F)(F)F)c1)c1cc(-c2ccccc2)nn1CC1CC(c2cccnc2)=NO1 (stereo not drawn)	3.7	7.0	-1.2	4.4	3.0	2.9	-7.2	32.2	17.6
CCCCC(=O)Oc1c(S(=O)(=O)c2ccc(C)cc2)c(C)nn1C(C)(C)C	0.9	-1.3	-5.4	0.1	10.6	-14.2	-2.4	-5.1	-1.1
NCCc1nnc(SCc2ccc(F)cc2)o1	-3.4	15.3	0.7	-6.9	1.1	-11.5	2.9	-0.9	7.0
O=C(c1cc(-c2ccc(Cl)cc2)on1)N1CCN(c2ccccc2)CC1	13.5	-9.4	-1.1	-3.8	-0.7	3.6	-2.7	-7.6	1.4
CCOc1ccc(/C=C2\SC(=S)N(C(C(=O)O)c3ccccc3)C2=O)cc1OC (stereo not drawn)	-4.4	-8.6	5.0	-3.0	-1.8	-12.1	9.6	1.2	-1.3
CC1(C)CC(NC(=O)C2CCCCC2)CC(C)(C)N1	2.7	18.9	-7.8	-2.0	-0.7	5.5	-1.6	-10.2	1.2
CC1CCN(C(=O)C2CCN(S(=O)(=O)c3cccnc3)CC2)CC1	1.8	14.5	-0.1	2.4	-1.5	75.1*	0.5	3.7	5.7
Cc1nc(-c2ccccc2)sc1C(=O)CSc1ccccc1	11.6	0.8	-0.4	1.5	1.3	-2.3	-5.3	7.6	-0.1
COc1ccc(Cl)cc1/C=C/c1ccc2cccc(O)c2n1	-3.0	0.6	-1.8	-1.5	4.7	-13.8	9.8	11.2	0.7
CC(/C=N/N1CCN(c2ccc(C)cc2)CC1)=C\c1ccccc1	15.2	11.7	6.9	-2.2	-1.4	25.2	-8.7	7.8	-1.2
